# KOR beta-arrestin-1: kappa opioid receptor activators – cell-based, luminescence, uHTS, primary screen (AID 1777); activation, % at 10 µM; hits with a dose series show EC50 in µM; hit rate 0.02% among 280,000; KOR beta-arrestin recruitment, luminescence; higher % means a stronger effect; in the data active means activation above about 50%, passing the limit was not always enough; further: a part of the inactive calls stands beside numbers as strong as those of hits
# GPR55 antagonists: GPR55 antagonists blocking LPI-driven arrestin recruitment, primary screen, imaging, U2OS, beta-arrestin-GFP, LPI agonist (AID 2013); hit rate 0.13% among 290,000; inhibition, % at 10 µM, or IC50 in µM where a hit was titrated; U2OS GPR55 beta-arrestin-GFP translocation imaging, LPI antagonism; higher % means a stronger effect;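 active means spots per cell inhibited over 60%, with over 100 cells counted and total cytoplasm intensity under 500,000; inconclusive means wells with under 100 cells, flagged as likely toxic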;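 further: U2OS cells stably carrying GPR55 and arrestin-GFP stimulated by 5 µM LPI near EC80; imaged beta-arrestin-GFP aggregate spots per cell after agonist stimulation; plate controls were LPI-stimulated DMSO wells for no effect and DMSO wells without LPI for full effect; some results filed as inactive read as strong as hits; confirmed hits need IC50 under 10 µM and bright autofluorescent wells are also inconclusive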
# KOR beta-arrestin-2: kappa opioid receptor blockers – cell-based, luminescence, uHTS (AID 1778). one-dose inhibition, % at 10 µM; IC50 in µM for titrated hits. KOR beta-arrestin recruitment, luminescence, antagonist mode; higher % means a stronger effect. hit rate 0.091% among 290,000; further: strong numbers were not always called active
# HEK293 NOD2/NF-kB: inhibition of NOD2-driven NF-kB reporter – cell-based, luminescence, uHTS, HEK293 (AID 1566); HEK293 NOD2/NF-kB luciferase reporter, luminescence; higher % means a stronger effect; one-dose inhibition, % at 4 µM; EC50 in µM for titrated hits; hit rate 0.63% among 290,000; further: many of its hits are not listed in these tables
# Rac1 GTP hydrolysis: MgcRacGAP GTPase-activating activity inhibitors, confirmation, biochemical, ADP Hunter fluorescence | AID 624330 | MgcRacGAP-stimulated Rac1 GTP hydrolysis, ADP Hunter fluorescence; higher % means a stronger effect; GST-tagged Rac1 F28L mutant substrate | inhibition, % at 30 µM, or IC50 in µM where a hit was titrated | hit rate 0.6% among 340,000;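 active means first-screen hits whose inhibition reached a set limit at any dose in the follow-up dose series; inconclusive means inhibition above the set first-screen limit but never retested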;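 further: fluorescence reports GDP produced by GAP-driven GTP hydrolysis; strong numbers were not always called active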
# GPR55 activation: GPR55 agonists via beta-arrestin recruitment, primary screen, imaging, U2OS cells, beta-arrestin-GFP redistribution (AID 1961) | activation, % at 10 µM; hits with a dose series show EC50 in µM | U2OS GPR55 beta-arrestin-GFP redistribution imaging; higher % means a stronger effect | hit rate 0.048% among 290,000;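 active means activation above 40% with more than 50 cells counted in the well; inconclusive means wells holding fewer than 50 cells, flagged as toxic or sparse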;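 further: U2OS osteosarcoma cells stably expressing GPR55 and beta-arrestin-GFP; plate controls were DMSO negative control for no effect and LPI positive control for full effect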
# SV40 large T antigen: TAg ATPase/helicase activity blockers – biochemical (AID 1903) | SV40 large T antigen ATPase/helicase inhibition assay; higher % means a stronger effect | one-dose inhibition, % at 20 µM; IC50 in µM for titrated hits | hit rate 0.39% among 310,000; in the data active means a potency from the dose series; inconclusive means inhibition mostly from about 32% at the one dose, without a potency; inactive means the rest, 99 in 100 with inhibition below about 32%; further: strong numbers were not always called active
# NOD1 NF-kB reporter: NOD1 signaling inhibitors, primary screen, cell-based, luminescence, uHTS (AID 1578); NOD1-driven NF-kB luciferase reporter cells, luminescence; higher % means a stronger effect; inhibition, % at 4 µM; hits with a dose series show EC50 in µM; hit rate 1% among 290,000; in the data active means inhibition mostly above about 36%, no sharp cut-off; inactive means mostly below about 34%;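 further: HEK-293T reporter cells stimulated with the NOD1 agonist gamma-tri-DAP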
# HIV peptide binding: cell-free HIV fusion peptide-binding blockers – biochemical, uHTS, fluorescence dequenching, primary screen (AID 1986); hit rate 0.3% among 290,000; cell-free peptide binding, fluorescence dequenching, 30 min; higher % means a stronger effect; inhibition, % at 20 µM; hits with a dose series show IC50 in µM; in the data active means inhibition mostly above about 52%, no sharp cut-off; inactive means mostly below about 76%; further: some results filed as inactive read as strong as hits
# Active calls of the source: *; ? = inconclusive; / = no result given; [ ] = another dose, or the depositor's remark. Unless noted, no stated cut-off is given here; in the data, active means inhibition above about 50%; inactive means the rest. A portion of the library. The share of hits here may be higher or lower than overall.
SMILES,KOR beta-arrestin-1,GPR55 antagonists,KOR beta-arrestin-2,HEK293 NOD2/NF-kB,Rac1 GTP hydrolysis,GPR55 activation,SV40 large T antigen,NOD1 NF-kB reporter,HIV peptide binding
CCc1ccc(NC(=O)Cn2nc(C(=O)O)c3ccccc3c2=O)cc1,2.7%,1%,-4%,11%,-1%,-0.1%,4%,3%,-2.1%
CCNC(=O)COc1cc(C)c(Br)c(C)c1,-4.3%,-12%,-14%,21%,-4%,-0.1%,6%,-28%,-0.2%
Cc1cccc(C)c1-n1c(SCC(=O)Nc2ccc(C(=O)O)cc2)nnc1-c1cccc(S(=O)(=O)N(C)C)c1,-2.5%,-7%,2%,2%,8%,0.0%,3%,15%,-0.4%
COCCCNc1nc2ccccc2nc1NS(=O)(=O)c1ccc(C)c(C)c1,-1.7%,0%,-10%,29%,2%,0.9%,-9%,0%,5.1%
C=CCNC(=O)/C(=C\c1ccco1)NC(=O)c1ccco1,-5.8%,-12%,-11%[20 µM],5%,14%,-0.2%,26%,-7%,1.2%
Cc1c(C(=O)NCC2COc3ccccc3O2)oc2ccc(S(=O)(=O)N3CCOCC3)cc12 (stereo not drawn),5.4%,-6%,-4%,10%,11%,-0.3%,-7%,13%,1.6%
CCN(CC)CCOC(=O)c1cccc2c1-c1ccccc1C2O (stereo not drawn),0.1%,2%,1%,4%,8%,0.2%,5%,-5%,-1.4%
CCc1ccc(N(CC(=O)NCCc2ccccc2)C(=O)CCC(=O)Nc2ccccn2)cc1,-3.4%,0%,-13%,16%,6%,0.1%,7%,-21%,-0.4%
Cc1ncsc1C(=O)Nc1nc2c(s1)CC(C)CC2 (stereo not drawn),-0.5%,-13%,0%,-117%,-1%,-0.2%,8%,-76%,-0.2%
CCOC(=O)c1sc(NC(=O)c2ccncc2)nc1C,0.5%,13%,-18%,0%,-5%,-0.4%,3%,-6%,1.2%
O=C(NCCN1CCOCC1)c1cc(-c2cccs2)nc2ccccc12,-0.6%,-1%,-8%,10%,7%,-0.1%,4%,-17%,1.9%
COc1ccc(O)c(/C=N/N=C/c2cccc([N+](=O)[O-])c2)c1,-1.6%,0%,-27%,-11%,3%,-0.1%,4%,-1%,-1.7%
COc1cc(C)nc(N2CCCC(C(=O)Nc3cc(Cl)ccc3OC)C2)n1 (stereo not drawn),-0.9%,-2%,-7%,34%,-4%,0.2%,7%,15%,0.8%
CN(CC(=O)Nc1ccccc1Cl)C(=O)COC(=O)Cc1ccc(F)cc1,1.2%,9%,21%,16%,0%,-0.1%,15%,-14%,-0.7%
COc1cccc(NC(=O)C(OC(=O)/C=C/c2ccc3c(c2)OCO3)c2ccccc2)c1 (stereo not drawn),/,-5%,-26%,-29%,4%,36%,6%,15%,1.8%
COc1ccccc1S(=O)Cc1ccc(C(=O)NCCc2ccc(Cl)cc2)o1 (stereo not drawn),1.5%,1%,-7%,-2%,1%,-0.1%,6%,10%,-1.2%
CCc1ccc(S(=O)(=O)Nc2c(C)n(C)n(-c3ccccc3)c2=O)cc1,-5.5%,-12%,20%,14%,13%,0.0%,3%,1%,0.7%
Cc1cc(C)cc(NC(=O)CCC(=O)Nc2nnc(C(F)(F)F)s2)c1,6.6%,-8%,1%,10%,-1%,-0.3%,-1%,7%,3.2%
COC(=O)c1ccccc1S(=O)(=O)Nc1ccc(OC)nc1,-1.4%,7%,-4%,10%,7%,-0.2%,0%,-16%,-0.1%
Cc1nn(-c2ccccc2)c(Cl)c1/C=C1\SC(=S)NC1=O,2.5%,5%,-90%,-13%,14%,-0.2%,18%,39%,60%
CS(=O)(=O)N1CCCC(C(=O)N2CCOCC2)C1 (stereo not drawn),-2.7%,14%,5%,-2%,7%,-0.1%,-1%,-16%,-1.4%
CCOC(=O)N1CCN(C(=O)CN(C)S(=O)(=O)c2ccc(OC)c(OC)c2)CC1,-7.3%,6%,-19%,-2%,5%,0.1%,-1%,-15%,-1.2%
COc1ccccc1NC(=O)N1CCCC1C(=O)Nc1ccc2c(c1)OCCO2 (stereo not drawn),-5.8%,13%,-39%[20 µM],10%,14%,-0.1%,3%,-21%,-1.1%
Cc1ccc2oc(=O)c(/C=C(\O)CC(C)C)nc2c1,4.2%,-10%,29%,14%,?,0.5%,7.2µM*,-37%,22%
Cn1cccc1/C=C1\CCC/C(=C\c2cccn2C)C1=O,-1.4%,3%,7%,-42%,2%,-0.1%,25%,-48%,-1.0%

# Next part:
SMILES,KOR beta-arrestin-1,GPR55 antagonists,KOR beta-arrestin-2,HEK293 NOD2/NF-kB,Rac1 GTP hydrolysis,GPR55 activation,SV40 large T antigen,NOD1 NF-kB reporter,HIV peptide binding
COn1c(=O)c(=O)n(OC)c2ccccc21,0.7%,27%,11%,5%,17%,-0.1%,5%,-21%,-3.7%
CCc1ccccc1N(CC(=O)N/N=C/c1ccc(OC(=O)OC)c(OC)c1)S(C)(=O)=O,2.9%,-2%,-10%,2%,8%,0.1%,7%,-1%,-1.4%
COC(=O)C1=C(C)N(CCc2ccccc2)C(=O)/C1=C\c1ccco1,0.2%,-5%,-14%,-9%,9%,0.2%,10%,-14%,39%
CCCN1C(=O)c2ccc(C(=O)Nc3cc(C)ccc3O)cc2C1=O,-0.3%,24%,32%[20 µM],-38%,4%,-0.2%,5%,46%,-3.8%
O=C(O)C1CCN(C(=O)COc2ccc3c(c2)oc(=O)c2ccccc23)CC1,-3.8%,8%,-6%[20 µM],7%,3%,0.2%,3%,-22%,1.7%
Cc1cc2nnc(SCC(=O)Nc3cc(S(=O)(=O)N4CCOCC4)ccc3Cl)n2c2ccccc12,-1.6%,7%,-22%,1%,11%,5.4%,15%,-13%,-1.3%
N#Cc1ccccc1OCC(=O)NCC1(N2CCCCC2)CCCCC1,0.2%,9%,5%,15%,4%,-0.3%,7%,-18%,-1.6%
O=C(Nc1nnc(CCN2CCOCC2)s1)c1ccccc1,-5.6%,8%,-7%,-1%,1%,-0.1%,12%,-25%,4.1%
O=[N+]([O-])c1cccc(-c2cc3ccccc3[nH]2)c1,-3.3%,9%,-9%,12%,13%,-0.1%,18%,22%,0.2%
CN(C)S(=O)(=O)c1cccc(C(=O)OCC(=O)NC2CCCc3ccccc32)c1 (stereo not drawn),-6.4%,-11%,1%,12%,5%,0.2%,16%,12%,-2.1%
CC1=C(C(=O)OCC(Br)(Br)Br)C(c2ccc(Br)cc2)NC(=O)N1CCCC(=O)O (stereo not drawn),4.2%,14%,2%,7%,/,0.2%,22%,-6%,24%
COc1ccc(Cl)cc1-c1nc(SCC(N)=O)n[nH]1,4.4%,6%,29%,14%,14%,-0.3%,6%,-6%,-0.2%
CCn1ncc(Br)c1C(=O)N(C)C12CC3CC(CC(C3)C1)C2,-3.8%,18%,2%,11%,11%,0.0%,17%,9%,-1.6%
CN1CCN(CC(=O)Nc2c(C(=O)c3ccccc3)oc3ccccc23)CC1,-2.6%,2%,-20%,24%,14%,-0.1%,4%,-43%,-1.6%
CCN(CC(=O)NC1CCS(=O)(=O)C1)S(=O)(=O)c1ccc(C)c(C)c1 (stereo not drawn),1.8%,4%,-21%,-6%,6%,-0.4%,4%,36%,1.2%
NC(=O)C1CCCN(S(=O)(=O)c2ccc(Br)cc2)C1 (stereo not drawn),4.7%,-16%,-74%,-10%,1%,-0.1%,15%,-15%,-0.3%
Cc1ccc(N2C(=O)CC(Sc3nc(-c4ccccc4)c4cc(Cl)ccc4n3)C2=O)c(C)c1 (stereo not drawn),5.0%,4%,-16%,15%,8%,0.3%,16%,29%,-1.5%
CC(C)COC(=O)Nc1nnc(Cc2ccccc2)s1,/,9%,-20%[20 µM],-39%,1%,-0.1%,11%,-63%,1.3%
Fc1ccc(C2=CC(c3cccs3)n3nnnc3N2)cc1 (stereo not drawn),5.7%,7%,32%,16%,-5%,-0.1%,3%,-2%,1.1%
Cc1onc(-c2c(Cl)cccc2Cl)c1C(=O)O/N=C(\C#N)c1ccccc1,1.7%,2%,0%,1%,2%,0.2%,5%,-14%,0.6%
O=C(c1ccco1)N1CCN(c2ccccc2F)CC1,4.5%,9%,-47%,-20%,14%,-0.2%,0%,8%,-2.2%
COc1cc(NS(=O)(=O)c2ccc(N/C=C(\C=O)c3nc4ccccc4o3)cc2)nc(OC)n1,-4.7%,2%,27%,11%,10%,-0.2%,25%,-21%,11%
CC(=O)Nc1ccc(OCC(O)Cn2nc(C)c(C(C)=O)c2C)cc1 (stereo not drawn),-0.5%,4%,30%,-18%,-1%,0.2%,7%,/,0.9%
CCn1cc(C(=O)NC2CC(C)(C)Cc3c2cnn3-c2cccc(F)c2)cn1 (stereo not drawn),-2.9%,8%,24%,17%,6%,0.4%,2%,-13%,-1.5%
N#Cc1c(SCC(=O)Nc2nccs2)sc2c(O)cc(=O)[nH]c12,-2.7%,14%,-7%,5%,20%,-0.2%,34%,-27%,38%

# (more compounds)
SMILES,KOR beta-arrestin-1,GPR55 antagonists,KOR beta-arrestin-2,HEK293 NOD2/NF-kB,Rac1 GTP hydrolysis,GPR55 activation,SV40 large T antigen,NOD1 NF-kB reporter,HIV peptide binding
CS(=O)(=O)c1ccc2nc(NC(=O)C3C4C=CC(C4)C3C(=O)O)sc2c1 (stereo not drawn),-5.6%,-6%,-20%,13%,12%,-0.2%,1%,1%,-3.0%
Cc1ccc(S(=O)(=O)/N=S(\C)CC2CC2(Cl)Cl)cc1 (stereo not drawn),-3.7%,-4%,-4%,14%,8%,-0.1%,-1%,11%,0.1%
C/C(=N\NC(=O)c1nnn(-c2nonc2N)c1-c1cccs1)c1cccnc1,0.9%,6%,0%,14%,12%,-0.1%,-7%,-16%,0.9%
COc1ccc(-n2c(=O)c3c4c(sc3n(CC(=O)Nc3cc(C)[nH]n3)c2=O)CCCC4)c(OC)c1,6.4%,11%,38%,13%,0%,0.2%,5%,-6%,0.4%
CCCOc1ccc(N2C(=O)C/C(=C\c3ccccc3)C2=O)cc1,-1.8%,0%,21%,-4%,/,-0.2%,8%,15%,-0.9%
CCCCC[C@H](O)/C=C/[C@H]1CCC(=O)[C@@H]1CCCCCCC(=O)N1CCCCC1CO (stereo partly drawn),2.8%,-2%,-16%,19%,9%,-0.3%,6%,-6%,1.2%
CCOC(=O)c1c(NC(=O)CSc2n[nH]c(CNc3ccccc3)n2)sc(C)c1C,-4.5%,-5%,-30%,16%,2%,0.0%,11%,20%,0.4%
O=C(N/C(=C\c1ccc([N+](=O)[O-])cc1)C(=O)N1CCCCC1)c1ccccc1,-6.4%,4%,27%,2%,2%,-0.3%,11%,-22%,4.1%

# Results in KOR beta-arrestin-1 and HIV peptide binding (two entries from above):
Molecule	KOR beta-arrestin-1	HIV peptide binding
CS(=O)(=O)c1ccc2nc(NC(=O)C3C4C=CC(C4)C3C(=O)O)sc2c1 (stereo not drawn)	-5.6%	-3.0%
Cc1ccc(S(=O)(=O)/N=S(\C)CC2CC2(Cl)Cl)cc1 (stereo not drawn)	-3.7%	0.1%
